B2AR arrestin: agonists driving beta-arrestin recruitment to human beta2-adrenergic receptor; 0.02% of 330,000 active; Potency, µM (doses to about 46.1 µM), without a hit: at the highest dose activation, usual class: activators; P07550; beta-arrestin recruitment to beta2AR, cell-based reporter;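 note: potency is the fitted concentration of half-maximal effect; 0% = DMSO controls and full agonism = EC100 isoproterenol or metaproterenol; nearly all actives have a fitted effect of over 65% in size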
TRPV1 agonist: agonists of human vanilloid receptor 1 (TRPV1) | Q8NER1 | TRPV1-expressing cells, Fluo-8 calcium influx, agonist mode | activation, % at 8.33 µM | 0.19% of 320,000 active; in the data active = activation above about 80%; inconclusive = between about 30% and that limit; note: 0% is about no effect
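Cells expressing TRPV1 were dye-loaded with Fluo-8 and read kinetically: 10 s baseline, 3 min after compound (agonist portion), then 2 min after EC20 capsaicin (allosteric enhancer portion). Calcium-bound dye fluorescence at 480/520 nm.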
BRCA1 expr up: BRCA1 expression activation; Potency, µM (highest dose often 46.1 µM), without a hit: top-dose activation, most hits filed as activators; 1.1% of 380,000 active; MCF7-BRCA1-FFLuc reporter, luminescence, 48 h; response scale: scaled: vehicle 0%, 10 µM genistein 100%; note: potency is the fitted concentration of half-maximal effect; nearly all actives have a fitted effect of over 80% in size; some results filed as inactive show a strong effect at the top dose
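Activators of BRCA1 expression were detected as increased firefly luciferase luminescence in engineered MCF7 cells after 48 h compound incubation. Signals were scaled to genistein 10 microM as full activation.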
Eya2 phos inh: Eya2 (human) phosphatase inhibition | recombinant Eya2, OMFP fluorescence dephosphorylation (OMFP is methylfluorescein phosphate) | Potency, µM (highest dose often 76.9 µM), without a hit: top-dose activity, negative = inhibition, usual class: inhibitors | 0.006% of 330,000 active; note: potency is the fitted concentration of half-maximal effect; % is set by controls: 0 for no effect and ±100 for the full control effect
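Eya2 protein (added as 0.2 uM solution) was preincubated with compound for 10 min at ambient temperature in 50 mM HEPES pH 7.5, 50 mM NaCl, 5 uM MgCl2, 0.05% BSA, 1 mM DTT. OMFP (added at 50 uM) then reacted 10 min; fluorescence read at 485/525 nm.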
TSG101-PTAP inh: blocks PTAP/TSG101 interaction to inhibit HIV-1 budding; Fluorescence polarization, FITC-PTAP peptide / Tsg101 binding; Potency, µM (highest dose often 115 µM), inactives show at the highest dose activity change, negative = inhibition, hits mostly inhibitors; 340,000 tested, under 10 active; active = well fitted inhibition curve with a large enough effect in the main read-out, with a control signal flat, not every such curve was filed as active; inconclusive = small, poorly fitted or top-dose-only effect, or effect the other way, or a change in a side signal; inactive = no such curve, though single readings can be large or run the other way; note: potency is the fitted concentration of half-maximal effect; % of control where 0% means no effect
Target sequence (Q99816 whole entry, looked up): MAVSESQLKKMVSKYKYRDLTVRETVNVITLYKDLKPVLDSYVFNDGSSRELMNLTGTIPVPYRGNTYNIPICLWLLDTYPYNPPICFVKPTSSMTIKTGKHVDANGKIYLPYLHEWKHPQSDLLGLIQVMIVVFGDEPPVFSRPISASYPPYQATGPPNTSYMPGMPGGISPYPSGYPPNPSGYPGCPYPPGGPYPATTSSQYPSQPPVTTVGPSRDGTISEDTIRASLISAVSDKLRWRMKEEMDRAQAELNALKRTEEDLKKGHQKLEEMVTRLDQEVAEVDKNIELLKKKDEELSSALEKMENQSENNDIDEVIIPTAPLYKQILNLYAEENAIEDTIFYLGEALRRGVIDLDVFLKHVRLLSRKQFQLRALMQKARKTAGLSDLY
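Tsg101 binding domain (10 uM final) was mixed with compound and a FITC-labeled PTAP peptide (50 nM final) in HEPES pH 7.5 buffer with NaCl, Tween 20, EDTA and TCEP; fluorescence polarization was read after 20 min at r.t.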
USP2a inh: inhibitors of human ubiquitin-specific protease USP2a; O75604; USP2 core, Ub-CHOP2 coupled fluorogenic reporter, 485/531; Potency, µM (top dose mostly 38.3 µM), for the others: at the highest dose activity change, negative = inhibition, most hits filed as inhibitors; 0.01% of 330,000 active; AID 463254;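 note: potency is the fitted concentration of half-maximal effect; plate controls were DMSO wells for no effect and full inhibition by NEM control for full effect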
Target sequence (O75604 whole entry, looked up): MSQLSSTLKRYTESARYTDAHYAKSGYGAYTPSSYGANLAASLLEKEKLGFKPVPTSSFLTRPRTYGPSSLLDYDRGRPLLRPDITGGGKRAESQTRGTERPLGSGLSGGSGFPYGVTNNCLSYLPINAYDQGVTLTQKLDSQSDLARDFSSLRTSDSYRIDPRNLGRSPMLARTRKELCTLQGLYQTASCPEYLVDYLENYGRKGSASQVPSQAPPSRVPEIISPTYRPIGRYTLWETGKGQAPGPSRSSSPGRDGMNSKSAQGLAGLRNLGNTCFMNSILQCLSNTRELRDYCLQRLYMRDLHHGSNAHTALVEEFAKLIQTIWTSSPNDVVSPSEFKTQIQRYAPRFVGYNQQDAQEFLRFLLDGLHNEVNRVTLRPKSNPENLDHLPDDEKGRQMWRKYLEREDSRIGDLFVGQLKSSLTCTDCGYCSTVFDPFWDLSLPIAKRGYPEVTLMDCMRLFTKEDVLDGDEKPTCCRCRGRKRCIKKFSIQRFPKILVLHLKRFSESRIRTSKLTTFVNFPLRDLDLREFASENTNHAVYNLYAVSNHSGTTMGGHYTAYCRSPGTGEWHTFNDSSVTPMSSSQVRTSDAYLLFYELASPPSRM
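USP2 core (10nM final) preincubated 30min RT with compound in 20mM Tris-HCl pH 8.0, 2mM CaCl2, 2mM beta-mercaptoethanol, 0.05% CHAPS; 25nM Ub-CHOP2 plus 25nM reporter substrate added, fluorescence (Ex485/Em531) read after 60min.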
ASM inhibitor: human S-ASM enzyme inhibition; placental ASM, HMU-PC fluorogenic substrate, 60 min; Potency, µM (top dose mostly 57.5 µM), inactives show top-dose activity change, negative = inhibition, hits mostly inhibitors; 0.006% of 340,000 active; AID 504937; note: potency is the fitted concentration of half-maximal effect
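Fluorogenic HMU-PC substrate (9 uM final) is turned over by placental ASM in 60 min at 37 C after a 10 min compound preincubation. Reaction ended by alkaline stop (pH 10), with fluorescence read at 386/447 nm.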
p53 reactivation: restores transcriptional activity of mutant p53 | H1299 p53-A138V BP100-luciferase reporter, luminescence, 24 h | 0.063% of 320,000 active | Potency, µM (top dose mostly 92.2 µM), inactives show at the highest dose activity change, positive = activation, actives largely listed as activators; note: potency is the fitted concentration of half-maximal effect; % of control where 0% means no effect; nearly all actives have a fitted effect of over 45% in size
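H1299 (p53-null), stable ts p53-A138V + BP100-Luc; 1000 cells/well, Opti-MEM/10% FBS; cpd 4 pt, 1:5; 24 h, 37 deg C, 5% CO2; detection reagent 10 min RT; luminescence.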
Integrin act MD: integrin-mediated muscular dystrophy alleviation activation | alpha7betagal myoblasts, beta-gal FDG fluorescence, 48 h | Potency, µM (highest dose often 38.3 µM), for inactives: at the top dose activation, usual class: activators | 0.064% of 350,000 active;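 note: potency is the fitted concentration of half-maximal effect; 100% = response of the positive control SU9516; nearly all actives have a fitted effect of over 60% in size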
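alpha7betagal+/- myoblasts (passage 13, 250/well) treated 48 h at 37C with compounds at 1:260 dilution of DMSO stock. Lysed, then beta-galactosidase activity read as FDG fluorescence (ex 480/em 540) after 30 min, with pre-read for autofluorescence.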
ELG1 genotox: induces genotoxicity in HEK293T cells with luciferase-tagged ELG1; 1.3% of 330,000 active; Potency, µM (series often up to 46 µM), for the others: top-dose activity change, positive = activation, most hits filed as activators; HEK293T ELG1-luciferase reporter, luminescence, 16 h; AID 504466; note: potency is the fitted concentration of half-maximal effect; % of control where 0% means no effect; nearly all actives have a fitted effect of over 60% in size
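Quantitative HTS format in 1536-well plates. HEK293T ELG1-luciferase reporter cells receive test compound and are incubated 16 hr at 37 °C, 5% CO2; ONE-Glo added, 30 min room temperature, then luminescence read.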
uPA generation: blocks generation of uPA at the cell surface | 0.31% of 330,000 active | Potency, µM (top dose mostly 38.3 µM), for the others: at the highest dose activity change, negative = inhibition, hits mostly inhibitors | cell surface uPA generation assay, qHTS; active = well fitted inhibition curve with a large enough effect; inconclusive = small, poorly fitted or top-dose-only effect; inactive = no such curve, though single readings can be large or run the other way; tested in mouse RAW 264.7 cells; note: potency is the fitted concentration of half-maximal effect; % is set by controls: 0 for no effect and ±100 for the full control effect; nearly all actives have a fitted effect of over 55% in size
Numbers without * were called inactive; ? = inconclusive; nt = no result given; & = joins results of further samples; [ ] = remark or other dose. Unless noted, calls come from the whole dose curve; as a rule, active = well fitted curve in the direction sought with a large enough effect; inconclusive = small, poorly fitted or top-dose-only effect, or another doubt; inactive = no such curve, though single readings can be large; an effect the other way counts as inactive or inconclusive.

SMILES	B2AR arrestin	TRPV1 agonist	BRCA1 expr up	Eya2 phos inh	TSG101-PTAP inh	USP2a inh	ASM inhibitor	p53 reactivation	Integrin act MD	ELG1 genotox	uPA generation
CC(CCc1ccccc1)NC(=O)C1CCN(c2nnc(-n3cccc3)s2)CC1 (centres undefined)	-0.1%	6	3%	-22%	-6%	2%	3%	6%	-16%	15%	8%
CC1CCc2c(C(=O)NCCCN3CCOCC3)csc2C1 (centres undefined)	0.0%	2	28%	3%	0%	0%	1%	-7%	-19%	1%	-7%
Cc1ccc(NC(=O)CCNC(=O)Nc2ccccc2)cc1S(=O)(=O)N(C)C	0.1%	-2	0%	4%	-9%	1%	3%	0%	-18%	0%	5%
CCN=c1scc(-c2ccco2)n1/N=C/c1ccc(O)cc1	0.0%	0	?	12%	-8%	-1%	2%	11%	-10%	12µM*	1%
Cc1ccn2cc(C(=O)NC3CCN(Cc4ccccc4)CC3)nc2c1	-0.5%	1	-36%	-8%	-6%	-1%	3%	2%	11%	-9%	5%
CCOc1ccc(NC(=O)CCN2CCN(S(=O)(=O)c3ccc(OC)cc3)CC2)cc1	0.2%	0	-31%	-2%	-4%	0%	0%	-3%	2%	-6%	7%
Cc1nc(-c2ccc(S(=O)(=O)N3CCN(Cc4ccccc4)CC3)s2)cs1	-1.1%	10	-6%	-3%	-2%	7%	0%	0%	18%	-2%	-2%
O=c1cc(CSc2ccccn2)[nH]c(=O)[nH]1	-0.2%	-1	2%	-7%	-3%	0%	3%	19%	-17%	1%	10%
Cc1cc(C2=CC(C)(c3cc(C)oc3C)Nc3nc(C(F)(F)F)nn32)c(C)o1 (centres undefined)	?	-2	nt	1%	nt	-2%	nt	-20%	nt	-2%	nt
Cc1cc2c(cc1C)NC(=O)CC(C(F)(F)C(F)(F)C(F)(F)F)=N2	0.4%	2	-11%	-2%	0%	3%	-2%	10%	-28%	1%	4%
Nc1nc(NCc2ccco2)nc(N2CCOCC2)c1[N+](=O)[O-]	-0.1%	-1	-1%	-18%	-1%	0%	-2%	0%	-19%	-1%	-8%
O=C(OCC(=O)N1CCOCC1)C(c1ccccc1)c1ccccc1	0.0%	?	0%	21%	1%	-5%	-4%	1%	-11%	-1%	-1%
Cn1c(=O)n(C)c2cc(N3CCCCC3)c(NC(=O)c3ccccc3)cc21	0.0%	4	3%	-9%	-1%	1%	-5%	-15%	-15%	11%	2%
CC1CCN(C(=S)NC2CC3CCC2C3)CC1 (centres undefined)	0.1%	?	-9%	1%	-1%	2%	3%	11%	-8%	3%	0%
CN(Cc1cccs1)C(=O)CCc1ccc(S(=O)(=O)N2CCOCC2)cc1	-0.3%	1	-19%	-5%	-4%	0%	7%	1%	-4%	-4%	0%

Overlap with the part before: 2 entries; new compounds follow.
SMILES	B2AR arrestin	TRPV1 agonist	BRCA1 expr up	Eya2 phos inh	TSG101-PTAP inh	USP2a inh	ASM inhibitor	p53 reactivation	Integrin act MD	ELG1 genotox	uPA generation
CC1CCN(C(=S)NC2CC3CCC2C3)CC1 (centres undefined)	0.1%	?	-9%	1%	-1%	2%	3%	11%	-8%	3%	0%
CN(Cc1cccs1)C(=O)CCc1ccc(S(=O)(=O)N2CCOCC2)cc1	-0.3%	1	-19%	-5%	-4%	0%	7%	1%	-4%	-4%	0%
COCCn1c(-c2ccccc2)nc2ccccc21	-1.0%	0	7%	0%	-4%	2%	2%	14%	-6%	3%	-8%
COC(=O)c1ccc(NC(=O)C23CC4CC(C2)CC(n2cncn2)(C4)C3)cc1	-0.5%	2	-41%	7%	-3%	2%	3%	2%	18%	0%	1%
COc1ccc2[nH]c3c(c2c1)CCN1C(=O)C(CC(=O)NCCN2CCOCC2)C[C@H](C(=O)N(C(C)C)C(C)C)[C@@]31C (some centres undefined)	-0.3%	nt	6%	6%	-5%	0%	0%	-2%	10%	-2%	-10%
Cc1cc(C(=O)O)c(CCCN)s1	-1.8%	-1	14%	-3%	-6%	-3%	8%	-5%	23%	-1%	5%
O=C(CCSCCc1ccccn1)Nc1ccc(Br)cc1F	-0.4%	14	-17%	0%	-4%	1%	2%	11%	-2%	0%	2%
COC(=O)c1ccc(N2CCCCC2)c(NC(=O)c2ccco2)c1	0.3%	?	-30%	-11%	-1%	0%	-3%	-2%	-12%	-6%	-10%
Cc1cc(C)n2[nH]c(=O)c(N=Nc3cccc(C(F)(F)F)c3)c2n1	0.0%	-2	-27%	14%	-1%	1%	-6%	0%	-5%	-14%	0%
Cc1ccc(S(=O)(=O)N(C)CC(=O)Nc2cccc(C)n2)cc1	-1.7%	1	15%	4%	-3%	2%	-2%	-8%	12%	-4%	6%
CCn1c(SCC(=O)Nc2ccccc2OC)nc2ccccc2c1=O	0.4%	5	-10%	-14%	-4%	-3%	-1%	-8%	0%	-24%	-1%
O=C(C1CCN(c2ncnc3c2nc2n3CCCCC2)CC1)N1CCN(c2ccc(F)cc2)CC1	0.4%	1	-93%	-6%	9%	3%	-1%	-2%	-47%[inhibitor]	-3%[9.26 µM]	-6%
O=C(COC(=O)CN1C(=O)c2ccccc2C1=O)NC1CCCC1	-0.1%	-3	-9%	6%	-2%	0%	-2%	-4%	28%	0%	6%
CCN(CC(=O)NCc1cccs1)S(=O)(=O)c1ccc([N+](=O)[O-])cc1	-0.1%	-1	28%	5%	0%	0%	-2%	?	12%	0%	-13%
CC(C)(C)S(=O)(=O)N1Cc2cc(CO)cc(CCO)c2[C@@H]1CCO	nt	nt	5%	nt	-3%	nt	-3%	nt	-8%	nt	5%
Cn1c(NCc2ccccc2)cc(=O)n(C)c1=O	-0.3%	-1	-62%	8%	-7%	0%	1%	-5%	12%	1%	-6%
NNC(=O)COc1ccc(F)cc1	-0.7%	1	38%	-1%	-1%	3%	6%	-5%	-8%	-1%	-1%
O=C(c1ccc2nc(Cc3cccc(Cl)c3)oc2c1)N1CCC(CO)CC1	-0.7%	?	6%	1%	-2%	0%	1%	?	4%	0%	-23%
CC(C)(C)c1ccc(C(=O)N2CCN(Cc3ccccc3)CC2)cc1	0.0%	27	-22%	-22%	-5%	1%	3%	-46%[inhibitor]	?	-7%	15%
O=c1c2cc(N3CCOCC3)ccc2[nH]c(=S)n1CCCN1CCCCCC1	-0.3%	-6	1%[1.84 µM]	20%	-3%	1%	41%[activator]	-9%	-30%	-5%	1%
Cc1ccc(C)c(N(CC(=O)Nc2ccccc2C(=O)NCc2ccco2)S(=O)(=O)c2ccccc2)c1	0.3%	16	-17%	-17%	0%	-13%	-5%	-15%	8%	-8%	-9%
COc1ccc(CCN2CC(C(=O)NCCc3cccnc3)CCC2=O)cc1 (centres undefined)	-0.9%	-5	23%	-10%	2%	2%	4%	-6%	9%	-4%	1%
O=C(NCc1ccccc1Cl)C1CCCN1S(=O)(=O)c1ccccc1F (centres undefined)	0.5%	2	-1%	-5%	-1%	4%	11%	-3%	-6%	-7%	nt
CN(C)n1cnc2ccsc2c1=O	-0.1%	0	27%	0%	0%	2%	1%	3%	-9%	1%	-2%
NC[C@@H]1O[C@H](C23CC4CC(CC(C4)C2)C3)Cc2c1ccc(O)c2O	nt	-3	-15%	-8%&5%	-2%	-4%	-15%	1%	nt	11%	?
CCn1cnc2cc(NCc3nc4ccccc4n3C)ccc21	-0.2%	2	-9%	2%	-3%	0%	5%	?	?	1.6µM*	?
O=C(CCN1CCN(c2ccc(F)cc2)CC1)Nc1ccc(F)cc1	-0.1%	?	-20%	-7%	-1%	1%	2%	-6%	-21%	-7%	3%
COc1ccc(OC)c2sc(N(CCCN(C)C)C(=O)CCS(=O)(=O)c3ccccc3)nc12	-0.8%	3	-85%	-12%	-2%	0%	1%	-21%	-56%[inhibitor]	0%	?
CCC(=O)Nc1ccccc1N1CCN(c2ccc(F)cc2)CC1	-0.2%	0	-2%	-23%	-3%	1%	-1%	-10%	0%	-8%	4%
CCNC(=O)n1nccc1C(C)Oc1cccc(C(F)(F)F)c1 (centres undefined)	-0.1%	?	-5%	-1%	-9%	3%	-1%	4%	7%	-2%	3%
N/C(=N/S(=O)(=O)c1ccccc1)c1cccc([N+](=O)[O-])c1	-0.7%	2	-17%	-8%	2%	1%	3%	10%	-5%	-7%	-3%
O=c1c2cc(Br)cc(Br)c2oc2nc3n(c(=O)c12)CCCS3	-0.1%	-4	nt	-16%	nt	1%	nt	-2%	nt	-3%	nt
COc1ccc(CCc2ccc3ccccc3n2)cc1	nt	nt	?	nt	-4%	nt	2%	nt	-6%	nt	3%
CCCC(C)NC(=O)c1sc2nc3n(c(=O)c2c1C)CCC3 (centres undefined)	0.2%	0	40%	8%	-3%	1%	2%	2%	-23%	5%	-1%
